LAP4-GFP MLPCN – alters LAP4-GFP fluorescence in TOR pathway yeast screen; S. cerevisiae LAP4-GFP multiplex, flow cytometry GFP, 3 h; median GFP as percent of DMSO wells; GFP response vs DMSO, % at 10 µM; actives 0.34% (n = 320,000);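 active = GFP response vs DMSO above a set limit, about the screen mean plus 3 SD, cut at about 150% in these data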
RPL19A-GFP yeast – alters RPL19A-GFP fluorescence in TOR pathway yeast screen. S. cerevisiae RPL19A-GFP strain, flow cytometry, 3 h; stronger effect = lower value. percent response vs DMSO, % at 10 µM. actives 0.3% (n = 330,000). AID 2025;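 active = percent response vs DMSO below 50%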;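 also: median channel GFP fluorescence of the barcoded RPL19A-GFP strain; ratio of sample median GFP to plate DMSO average so 100% = DMSO; lower means less RPL19A-GFP as with rapamycin TOR inhibition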
MEP2 TOR yeast – modulators of TOR pathway MEP2-GFP in S. cerevisiae | S. cerevisiae MEP2-GFP strain, flow cytometry GFP, 3 h; 100% = DMSO control level | GFP response vs DMSO, % at 10 µM | actives 0.51% (n = 330,000);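 active = GFP response versus DMSO above a set limit, roughly screen mean plus 3 SD, cut at about 180% in these data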;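 also: median GFP fluorescence of the barcode-gated MEP2-GFP cells per well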
EBNA-1 inh – blocks EBNA-1 binding to DNA. EBNA-1 DNA binding, fluorescence polarization. inhibition, % at 14.8 µM. actives 0.34% (n = 300,000); in the data active = inhibition above about 28%
ZTA DNA inh – ZTA (EBV) inhibition in EBNA-1 counter-screen; ZTA-DNA binding, fluorescence polarization; inhibition, % at 11 µM; actives 0.15% (n = 320,000); AID 2234; in the data active = inhibition above about 33%
proCasp3 act – activators of human procaspase-3. recombinant procaspase-3 D3A, Ac-DEVD-pNA absorbance 405 nm. AID 463141. actives 0.11% (n = 330,000). activation, % at 8.5 µM;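 active = activation above the mean of all tested compounds plus 3 SD, cut at about 21% in these data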;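 also: 0% = DMSO alone and 100% = DMSO wells spiked with extra 5 µM PC-3 D3A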
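material = Procaspase-3 D3A mutant | probe or stimulus = Ac-DEVD-pNA | compound = single dose, 8.5 µM nominal compound, 0.8% DMSO | timing = 1 h preincubation, 2 h reaction | measured by = 405 nm absorbance of p-nitroaniline, reads at 0 and 120 min | benchmarks = DMSO-only low control, 5 µM PC-3 D3A high control | repeats = singlicate, each compound tested once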
procasp7 counter – counter-screen: procaspase-7 (human) activation; recombinant procaspase-7, Ac-DEVD-pNA absorbance 405 nm; D23A/D198A/D206A triple mutant, cannot self-cleave; scale: DMSO 0, 5 µM enzyme 100; actives 0.093% (n = 330,000); activation, % at 8.5 µM;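 active = percent activation above the screen-wide mean plus 3 SD, cut at about 25% in these data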
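Detection: p-Nitroaniline absorbance at 405 nm, read at 0 and 120 min; system: Uncleavable procaspase-7 mutant enzyme; evaluation: % activation from two-timepoint absorbance difference, scaled to controls; times: 1 h enzyme–compound preincubation and 2 h substrate reaction, both 25 °C; buffer or medium: Zinc-free HEPES pH 7.4 with 300 mM NaCl, 0.01% Triton X-100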
AHR activator – activators of human aryl hydrocarbon receptor | P35869 | AID 2796 | AHR-responsive luciferase reporter cells, luminescence | activation, % at 5 µM | actives 2.5% (n = 320,000); in the data active = activation above about 47%;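 also: 0% = vehicle wells and 100% = reference agonist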
* hit, by the source's call; . = no result given.

cpd	mol	procasp7 counter	RPL19A-GFP yeast	AHR activator	EBNA-1 inh	MEP2 TOR yeast	proCasp3 act	ZTA DNA inh	LAP4-GFP MLPCN
1	CN(Cc1cnn(-c2ccc(F)cc2)c1)Cc1nc(Cc2ccccc2)no1	9	102	2	-3	96	0	8	110
2	Cc1[nH]n(-c2ccc(F)cc2)c(=O)c1C=Nc1ccc(S(=O)(=O)N(C)C)cc1	0	98	22	13	103	-1	20	95
3	COCCNC(=O)C1CC(c2ccc([N+](=O)[O-])cc2)=NO1 (stereo not given)	-1	106	4	9	100	5	8	115
4	Cc1ccc(C(C)C)c(OCC(=O)NNC(=O)Cn2[nH]c(=O)c3ccccc3c2=O)c1	9	94	5	.	98	-1	20	103
5	Cc1cc(CN2CCCC(N3CCc4ccccc4C3)C2)cc(C)c1O (stereo not given)	-2	104	3	1	114	-5	9	97
6	Cc1ccc(/C=C/C(=O)c2ccc(N3CCOCC3)cc2)s1	-3	90	-3	-7	97	-29	-4	120
7	CCOC(=O)c1cc(-c2ccc(/C=N\n3cnnc3)o2)ccc1Cl	25	89	-2	-2	89	29*	5	90
8	CC(C)c1ccc(/C=C2\C(=N)N3N=C(CC(=O)N4CCCCC4)SC3=NC2=O)cc1	0	102	1	5	99	0	10	91
9	CCOC(=O)C(C(=O)OCC)C(Nc1ccc(Br)cc1)c1ccccc1 (stereo not given)	0	96	-1	-16	96	-3	-6	99
10	NC(=O)CSc1ncc(-c2ccc([N+](=O)[O-])cc2)[nH]1	2	96	2	-4	106	0	4	97
11	CC(C)Oc1ccc(CNC(=O)CCCN2C(=O)C(c3ccccc3)Oc3cccnc32)cc1 (stereo not given)	10	94	3	7	115	6	6	91
12	CS(=O)(=O)c1ccc(Cl)c(NC(=O)CSc2nc3ccccc3c(=O)n2CCCN2CCOCC2)c1	-5	105	2	-9	114	0	-18	93
13	O=C(O)c1ccc2c(c1)N(Cc1ccccc1)C(=O)c1ccccc1S2	-6	101	5	1	95	4	-6	105
14	O=C(CN1C(=O)CSc2ccccc21)N1CCc2ccccc21	4	99	9	3	99	2	12	99
15	COC(=O)C1=C(C)N(CCc2c[nH]c3ccc(OC)cc23)C(=O)C1	1	102	0	5	105	1	5	106
16	CC(NCc1cccs1)C(=O)Nc1cc(Cl)cc(Cl)c1 (stereo not given)	-2	91	2	1	115	-2	-13	90
17	CCn1nnnc1SCC(=O)c1ccc(C)cc1C	-9	96	8	8	94	-2	-12	99
18	CCCSc1ncnc2c1oc1ccccc12	8	102	0	13	109	-2	-10	89
19	O=C(c1ccc([N+](=O)[O-])cc1)N1CCN(C2=NS(=O)(=O)c3ccccc32)CC1	21	103	-2	6	97	11	12	96
20	Cc1ccc(C(=O)O/N=C\c2ccc(N3CCOCC3)c([N+](=O)[O-])c2)cc1	6	101	1	5	112	-3	-1	103
21	Cn1c(N)c(C(=O)CSc2nnc(C3CC3)n2-c2ccccc2)c(=O)n(C)c1=O	4	99	-1	.	106	3	-15	110
22	Cc1ccc(C(=O)NC2CCCCCC2)cc1N1CCCC1=O	-2	102	8	4	105	-7	0	99
23	O=C(c1cccc(F)c1)N1CCC(c2nc3ccccc3s2)CC1	-18	103	10	3	101	-10	12	110
24	CCCCNC(=O)c1cc2ccccc2s1	-1	107	0	-7	108	12	-1	103
25	O=C(Nc1ccc(Cl)cn1)c1ccc(Br)c(S(=O)(=O)N2CCCCC2)c1	13	106	2	3	106	6	4	104
26	O=C(CSc1nc2ccccc2c(=O)n1Cc1ccco1)c1ccc(F)cc1	1	94	-4	7	97	2	-7	98
27	O=C1C2CCCCC2C(=O)N1Cc1ccccc1 (stereo not given)	-5	93	2	2	93	5	-6	104
28	N/C(=N\OC(=O)CCc1ccccc1)c1cccnc1	5	104	3	4	102	-3	-7	104
29	CC1CN(CC(=O)Nc2ccccc2Sc2ccccc2)CC(C)O1 (stereo not given)	-3	103	1	0	100	-10	-13	97
30	CCCC(C(=O)c1ccccc1)n1cncn1 (stereo not given)	1	103	5	11	95	3	-9	106
31	O=C(O)/C(=C\c1ccc(Cl)c([N+](=O)[O-])c1)c1ccc(S(=O)(=O)N2CCCCC2)s1	6	95	2	-1	104	7	6	93
32	CCOc1ccccc1C(=O)Oc1ccc2ccc(=O)oc2c1	0	105	2	0	105	-23	-6	98
33	COCCn1c(C)cc(/C=C2/NC(=O)N(c3cccc(Cl)c3)C2=O)c1C	-14	106	122*	-7	104	-3	1	128
34	Cc1ccc2cc3c(N)c(C(=O)N4CCOCC4)sc3nc2c1	0	96	39	7	97	0	-15	103
35	COc1cc(SC)ccc1C(=O)NCC1CCCO1 (stereo not given)	9	107	6	12	108	0	14	105
36	CC(=O)N1CCCc2cc(S(=O)(=O)NC(C(=O)NCc3ccc(C)cc3)C(C)C)ccc21 (stereo not given)	-14	96	6	-4	91	-13	-8	85
37	CCCC(=O)Nc1ccc2oc(-c3cccnc3)nc2c1	8	99	-2	-7	91	-5	45*	101
38	COc1ccc(C(=O)N/C(=C/c2ccc(Cl)cc2)C(=O)NCc2ccncc2)cc1	4	98	5	3	109	-1	5	94
39	CCN1CCN(C(=S)NC(C)c2ccccc2)CC1 (stereo not given)	-1	98	3	2	87	2	5	95
40	COC(C(=O)N/N=C(\C)CC(=O)Nc1ccc(Cl)cc1C)c1ccccc1 (stereo not given)	7	96	6	0	106	12	5	95
41	O=C(COC(=O)Cc1ccccc1F)NCc1ccc(Cl)cc1	15	97	-1	.	101	0	.	94
42	CCc1ccc(CN(C)CC(=O)Nc2ccc(S(=O)(=O)N3CCOCC3)cc2)cc1	-2	96	0	.	97	17	21	106
43	CC(C)CNS(=O)(=O)c1ccc(OCC(=O)NCc2ccco2)cc1	7	101	0	-5	101	6	9	99
44	O=C(C1CCCO1)N1CCN(C(=S)Nc2ccc(Cl)cc2)CC1 (stereo not given)	-7	114	4	3	107	3	1	97
45	Cn1cc(-c2nnnn2-c2ccccc2)c(=O)c2ccccc21	0	99	2	-21	95	-7	5	98
46	Cc1ccccc1C(=O)c1cccn1CC(=O)NCc1ccccc1Cl	17	101	9	-12	98	9	-14	105
47	O=C(O)CC1SC(=O)N(Cc2ccccc2)C1=O (stereo not given)	10	98	3	9	99	-1	13	99
48	Cc1ccc(N(C(=O)NC2CCCCC2)C2=NCCCCC2)cc1	-1	.	5	0	.	2	-9	.
49	O=C1CN(C(=O)COC(=O)c2cccs2)c2ccccc2N1	13	102	10	.	100	2	-6	109
50	Cc1ccc(-c2cc(-c3ccccc3)c(C#N)c(Br)n2)cc1	8	102	-1	3	101	11	0	89
51	CC(C)CN1C(=O)C(=O)N(CC(=O)c2ccc3c(c2)CCCC3)C1=O	10	99	2	.	106	2	14	99
52	CCS(=O)(=O)n1nc(-c2ccccc2)nc1N	2	102	-3	3	98	0	-12	98
53	O=C(N/N=C/c1ccc(Cl)cc1)c1ccc2c(c1)OCO2	-10	100	9	1	104	2	19	91
54	CC(=O)c1ccc(N2CCN(S(=O)(=O)c3cc4[nH]c(=O)c(=O)[nH]c4cc3C)CC2)cc1	7	96	47*	-2	99	8	-6	103
55	COc1ccc2nc3n(c(=O)c2c1)-c1cc(Cl)ccc1C(=O)NC3Cc1ccccc1 (stereo not given)	4	100	6	.	96	3	.	99
56	CC1CCc2sc(NC(=O)C3CC(Cl)=CCC3C(=O)O)c(C#N)c2C1 (stereo not given)	0	101	1	4	98	3	6	93
57	CCOC(=O)c1c(NC(=O)CSc2nc3ccccc3[nH]2)sc2c1CC(C)(C)NC2(C)C	3	96	0	12	101	0	15	105
58	Fc1cccc(-n2c(-c3ccco3)nc3nc4ccccc4nc32)c1	5	98	12	3	102	8	-2	102
59	COc1ccc(-c2csc(NC(=O)COC(=O)c3ccc(Br)o3)n2)cc1	3	101	16	4	100	2	4	87
60	Cc1c(NC(=O)CSc2ccc(Cl)cc2)c(=O)n(-c2ccccc2)n1C	-12	87	1	3	87	7	-3	95

Next compounds:
cpd	mol	procasp7 counter	RPL19A-GFP yeast	AHR activator	EBNA-1 inh	MEP2 TOR yeast	proCasp3 act	ZTA DNA inh	LAP4-GFP MLPCN
61	Nc1ccc(NS(=O)(=O)c2ccccc2)cc1	-15	102	1	1	100	9	-12	98
62	COC(=O)CCC(=O)OC1(C)C(=O)C2=CN(c3ccc(OC)cc3)C(c3ccc(OC)cc3)=CC2=C(Br)C1=O (stereo not given)	-13	101	1	5	98	-8	7	93
63	COC(=O)c1cc(C)[nH]c2c(C)cc3nc4ccccc4c3c12	13	100	95*	-5	101	3	2	99
64	CCN(CC)c1ccc(NC(=O)COC(=O)COc2ccccc2[N+](=O)[O-])cc1	-6	103	7	7	102	-1	9	99
65	O=C(CCN1C(=O)c2ccccc2C1=O)N1CCN(C2c3ccccc3-c3ccccc32)CC1	7	95	-1	1	99	9	-1	114
66	CC(OC(=O)c1ccc(F)cc1)C(=O)Nc1nc(-c2cccc([N+](=O)[O-])c2)cs1 (stereo not given)	7	96	1	0	99	-1	-4	73
67	c1ccc(Cc2cc[n+](Cc3ccccc3)cc2)cc1	7	100	-1	1	101	0	14	101
68	Cc1ccc(CNc2nc(-c3cccnc3)nc3ccccc23)cc1	-2	95	38	-9	94	-5	5	70
69	COC(=O)c1ccc(NS(=O)(=O)c2ccc(OC)cc2)cc1	9	102	-1	-6	96	3	-5	96
70	O=C(O)CCN1CCOCC1	4	98	-1	7	101	-1	5	100
71	Cc1ccc(CNC(=O)C2(S(=O)(=O)c3ccccc3)CC=CC2)cc1	0	96	9	-1	94	1	0	126
72	O=S(=O)(c1ccc(SCCOc2cccc(Br)c2)nc1)N1CCCC1	-11	96	0	.	101	-2	18	100
73	CCOC(=O)n1c(=O)oc2cc(S(=O)(=O)N3CCCCC3)ccc21	-1	94	1	4	101	-5	-2	92
74	CCCCn1cc(SCC(=O)O)c2ccccc21	-1	101	-3	-12	104	-2	8	94
75	CCCC(=O)N(CCN1CCOCC1)c1nc2ccc(OCC)cc2s1	2	95	5	-11	97	2	-2	102
76	CCC(OC(=O)c1cc2sccc2n1C)C(=O)NCC1CCCO1 (stereo not given)	2	97	2	-4	99	4	2	94
77	CCOc1ccc(S(=O)(=O)Nc2cccc(C)c2)c2cccnc12	-2	97	0	3	96	6	5	106
78	CCOC(=O)N1CCC(NS(=O)(=O)c2ccc(NC(C)=O)c(Cl)c2)CC1	6	102	-1	-8	103	-4	-7	109
79	CS(=O)(=O)N(Cc1ccccc1Cl)c1ccc(C(=O)N2CCCC2)cc1	5	104	0	-2	105	9	9	80
80	COC(=O)C1C(=O)NCC1c1ccc(OC)cc1 (stereo not given)	11	105	0	6	105	2	-7	112
81	COc1cc(CNCCO)ccc1OCC(=O)Nc1ccc(Br)cc1	5	89	6	11	99	5	-1	92

Record cards (already shown). Values in the order: procasp7 counter	RPL19A-GFP yeast	AHR activator	EBNA-1 inh	MEP2 TOR yeast	proCasp3 act	ZTA DNA inh	LAP4-GFP MLPCN
COc1cc(CNCCO)ccc1OCC(=O)Nc1ccc(Br)cc1 in the list: 5	89	6	11	99	5	-1	92
CCOC(=O)N1CCC(NS(=O)(=O)c2ccc(NC(C)=O)c(Cl)c2)CC1 in the list: 6	102	-1	-8	103	-4	-7	109
COC(=O)C1C(=O)NCC1c1ccc(OC)cc1 (stereo not given) in the list: 11	105	0	6	105	2	-7	112

Assay outcomes: PubChem BioAssay, several laboratories
